Assay outcomes from PubChem.
PAFAH2 FP inh = inhibitors of human PAFAH2. 340,000 tested, 0.99% active. recombinant PAFAH2, FP-rhodamine activity probe, fluorescence polarization. inhibition, % at 3.39 µM. Q99487;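 active = inhibition above the mean over all tested compounds plus 3 SD, cut at about 30% in these data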;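 also: inhibitors block probe labeling of enzyme so polarization drops; 0% = enzyme with DMSO and 100% = wells lacking PAFAH2 protein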
ZTA counter = ZTA (EBV) inhibition in EBNA-1 counter-screen; P03206; ZTA-DNA binding, fluorescence polarization; inhibition, % at 11 µM; 320,000 tested, 0.15% active; in the data active = inhibition above about 33%
Target sequence (P03206 whole entry, looked up): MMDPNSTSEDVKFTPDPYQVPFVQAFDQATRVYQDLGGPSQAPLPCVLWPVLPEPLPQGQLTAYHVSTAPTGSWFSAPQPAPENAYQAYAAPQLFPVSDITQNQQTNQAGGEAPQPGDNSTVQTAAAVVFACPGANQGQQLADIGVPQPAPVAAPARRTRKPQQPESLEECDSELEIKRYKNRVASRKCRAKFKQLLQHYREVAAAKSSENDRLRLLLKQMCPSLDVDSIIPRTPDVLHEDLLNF
LYPLA2 counter = blocks human lysophospholipase 2, a PME1 counter-screen; recombinant LYPLA2, FP-Rh probe fluorescence polarization; inhibition, % at 5.9 µM; 320,000 tested, 0.38% active; AID 2177;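 active = inhibition above the screen-wide mean plus 3 SD, limit set per campaign, cut at about 26% in these data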;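 also: 0% = LYPLA2 with DMSO and 100% = wells lacking LYPLA2 enzyme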
Target sequence (O95372 whole entry, looked up): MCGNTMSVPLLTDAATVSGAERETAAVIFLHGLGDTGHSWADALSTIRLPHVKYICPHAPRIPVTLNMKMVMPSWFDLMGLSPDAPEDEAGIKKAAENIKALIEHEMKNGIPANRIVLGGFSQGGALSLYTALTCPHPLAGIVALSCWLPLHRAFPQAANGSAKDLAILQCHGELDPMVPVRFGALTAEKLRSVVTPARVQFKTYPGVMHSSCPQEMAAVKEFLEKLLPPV
PAFAH1B3 FP inh = inhibitors of human PAFAH1B3. Q15102. recombinant PAFAH1B3, FP-rhodamine probe, fluorescence polarization. inhibition, % at 3.39 µM. 340,000 tested, 0.28% active;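 active = inhibition above the screen-wide average of all tested compounds plus 3 SD, cut at about 25% in these data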;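 also: 0% = enzyme with DMSO only and 100% = wells lacking PAFAH1B3 protein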
Target sequence (Q15102 whole entry, looked up): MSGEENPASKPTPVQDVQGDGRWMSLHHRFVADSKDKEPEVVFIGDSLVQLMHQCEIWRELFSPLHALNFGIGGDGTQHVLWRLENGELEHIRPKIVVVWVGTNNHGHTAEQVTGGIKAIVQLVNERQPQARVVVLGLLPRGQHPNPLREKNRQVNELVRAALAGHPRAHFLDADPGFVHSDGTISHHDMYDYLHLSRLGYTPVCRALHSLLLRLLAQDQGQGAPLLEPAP
EBNA-1 inh = blocks EBNA-1 binding to DNA; EBNA-1 DNA binding, fluorescence polarization; inhibition, % at 14.8 µM; 300,000 tested, 0.34% active; in the data active = inhibition above about 28%
LYPLA1 counter = blocks human lysophospholipase 1, a PME1 counter-screen | AID 2174 | recombinant LYPLA1, FP-Rh probe fluorescence polarization | inhibition, % at 5.9 µM | 320,000 tested, 0.16% active;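 active = inhibition above the mean of all tested compounds plus 3 SD, set per campaign, cut at about 14% in these data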;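 also: inhibitors block serine hydrolase probe labeling of LYPLA1 so polarization falls; 0% = enzyme with DMSO and 100% = wells lacking LYPLA1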
Target sequence (O75608 whole entry, looked up): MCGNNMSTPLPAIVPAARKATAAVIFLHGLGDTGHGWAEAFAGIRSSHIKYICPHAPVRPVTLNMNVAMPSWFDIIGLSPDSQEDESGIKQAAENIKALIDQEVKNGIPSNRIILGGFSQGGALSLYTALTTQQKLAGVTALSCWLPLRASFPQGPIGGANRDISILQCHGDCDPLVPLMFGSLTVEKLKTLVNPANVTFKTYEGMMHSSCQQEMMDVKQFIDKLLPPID
GSTO1 inh = blocks human GSTO1 in RBBP9 counter-screen. 300,000 tested, 1.1% active. recombinant GSTO1, activity-based probe fluorescence polarization. inhibition, % at 5.96 µM;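 active = inhibition above the campaign mean inhibition plus 3 SD, cut at about 35% in these data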;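 also: 0% = GSTO1-1 with DMSO and 100% = wells lacking GSTO1-1 enzyme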
PREPL inh = inhibitors of human prolyl oligopeptidase-like enzyme PREPL; recombinant PREPL, fluorescence polarization activity-based probe; inhibition, % at 5.96 µM; 320,000 tested, 0.68% active; in the data active = inhibition above about 43%;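 also: 0% = enzyme with DMSO and 100% = wells lacking enzyme; many of its hits are not listed in these tables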
PAD4 inh = PAD4 (human) enzyme inhibition | inhibition, % at 6.36 µM | 330,000 tested, 0.41% active | recombinant PAD4, RCA probe fluorescence polarization;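 active = percent inhibition above a cutoff equal to the mean of all tested compounds plus 3 SD, cut at about 15% in these data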;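 also: 0% = PAD4 with RCA probe and DMSO and 100% = probe without PAD4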
The depositor's hits bear a star; . = no result given. These rows are one share of the data, so the mix of outcomes need not match the whole.

SMILES	PAFAH2 FP inh	ZTA counter	LYPLA2 counter	PAFAH1B3 FP inh	EBNA-1 inh	LYPLA1 counter	GSTO1 inh	PREPL inh	PAD4 inh
CC(C)CN1CCC(=O)N([C@H](CSc2ccc(Br)cc2)c2ccccc2)CC1	7.5	-15.7	4.3	14.7	1.9	-4.6	15.9	5.4	-0.2
Cc1cccc(N2C(=O)CSC2c2cccnc2)c1 (stereo not drawn)	-0.4	10.0	2.8	-6.2	9.8	4.9	0.0	4.4	7.0
Cc1nc(C(C)(C)O)n(-c2ccccc2)n1	-4.8	-3.2	-5.7	-1.4	-0.5	-0.2	-0.2	-2.8	-4.3
COc1ccc(C(C)=O)cc1COC(=O)c1ccc(N)c([N+](=O)[O-])c1	0.1	-1.4	2.9	0.5	-8.7	3.1	-9.1	8.7	-0.5
Cc1nc(-c2ccc(Cl)cc2)sc1C1(C)CC(c2ccc(F)cc2)=NO1 (stereo not drawn)	-5.4	-4.3	-1.9	-2.0	2.7	0.9	6.9	-26.0	1.9
C=CCNc1nc(C)nc(OC)n1	-3.4	-8.0	6.0	8.8	-9.8	3.5	6.8	-3.2	-3.0
O=C(O)CC(CC(=O)NCC(O)c1ccccc1)c1ccccc1 (stereo not drawn)	-11.6	-12.9	5.7	2.4	-10.7	1.3	-2.4	-8.7	1.5
O=C(N/N=C/c1cccnc1)c1cc(O)c(O)c(O)c1	0.6	2.9	-8.4	18.3	-11.7	-4.7	50.2*	-6.6	-0.2
Clc1ccc(-c2ccn[nH]2)cc1	-1.1	5.9	2.6	1.0	3.3	-0.5	-0.3	-1.4	-4.2
COc1ccc(OS(=O)(=O)c2ccc(N3C(=O)CCC3=O)cc2)cc1	-1.6	-0.1	-1.1	-1.0	2.4	2.2	-6.1	-7.6	-3.9
O=C(N=C1SC2CS(=O)(=O)CC2N1c1ccccc1)C1CCCCC1 (stereo not drawn)	14.7	4.9	-0.9	6.8	-5.7	-0.2	-2.9	8.9	-4.0
CCc1ccc(C2CC(c3ccc(Cl)cc3)=NNC2=O)cc1 (stereo not drawn)	3.7	-17.4	14.1	0.9	0.6	1.3	-7.3	-59.6	8.2
CCOC(=O)COc1nc(-c2ccc(C)cc2)cc(-c2ccco2)c1C#N	8.1	-2.6	-3.8	10.5	-0.7	2.2	12.6	10.0	-2.7
CC(C)c1nc2oc3c(N(C)CCO)ncnc3c2c2c1CCC2	10.4	4.7	-2.4	5.6	2.0	-2.2	-2.8	6.3	5.0
N#CC[C@H](Cc1ccccc1)N1CC[C@@H](O)CCC1=O	6.2	1.1	0.9	-0.8	1.0	-0.7	2.4	-3.9	2.6
O=C(NC1CCSc2ccccc21)c1cc([N+](=O)[O-])ccc1N1CCOCC1 (stereo not drawn)	6.5	-0.4	1.5	5.1	-7.0	0.1	5.7	20.4	2.2
CCOc1ccc(/C=N/NC(=O)C(C)Sc2ccccn2)cc1OCC (stereo not drawn)	-15.2	-15.2	8.3	-9.9	3.2	-3.5	4.8	11.0	-1.2
Cc1nc2cc(NC(=O)Nc3cccc(F)c3)ccc2n1C	-0.4	-5.6	4.3	3.1	-1.4	1.6	-17.4	12.7	-0.1
COc1ccccc1Nc1ccc(NS(=O)(=O)c2ccc(C(C)=O)cc2)cc1	5.7	-26.7	13.3	-5.8	-12.2	5.0	17.0	15.4	-0.9
COc1cccc(N2CCN(C(=O)Nc3ccc4c(c3)NC(=O)CO4)CC2)c1	6.2	2.5	12.8	7.7	0.1	5.7	5.1	16.4	0.7

Next part; it opens with the 5 that closed the last part.
SMILES	PAFAH2 FP inh	ZTA counter	LYPLA2 counter	PAFAH1B3 FP inh	EBNA-1 inh	LYPLA1 counter	GSTO1 inh	PREPL inh	PAD4 inh
O=C(NC1CCSc2ccccc21)c1cc([N+](=O)[O-])ccc1N1CCOCC1 (stereo not drawn)	6.5	-0.4	1.5	5.1	-7.0	0.1	5.7	20.4	2.2
CCOc1ccc(/C=N/NC(=O)C(C)Sc2ccccn2)cc1OCC (stereo not drawn)	-15.2	-15.2	8.3	-9.9	3.2	-3.5	4.8	11.0	-1.2
Cc1nc2cc(NC(=O)Nc3cccc(F)c3)ccc2n1C	-0.4	-5.6	4.3	3.1	-1.4	1.6	-17.4	12.7	-0.1
COc1ccccc1Nc1ccc(NS(=O)(=O)c2ccc(C(C)=O)cc2)cc1	5.7	-26.7	13.3	-5.8	-12.2	5.0	17.0	15.4	-0.9
COc1cccc(N2CCN(C(=O)Nc3ccc4c(c3)NC(=O)CO4)CC2)c1	6.2	2.5	12.8	7.7	0.1	5.7	5.1	16.4	0.7
COC(=O)c1cc(C(=O)NC(C)(C)CC(C)(C)C)cc([N+](=O)[O-])c1	7.0	-21.3	5.2	3.6	3.2	3.5	7.5	3.6	-1.4
COCCNC(=O)CCc1c(C)nc2c(-c3ccc(F)cc3)c(C)nn2c1C	1.4	1.2	1.0	0.8	-2.2	0.3	1.2	0.5	0.9
O=C(c1ccc(Cl)c(S(=O)(=O)N2CCOCC2)c1)N1CCN(c2ccccn2)CC1	2.2	-7.8	-3.7	7.1	.	-3.6	.	25.6	1.9
Cc1ccc[n+](CC(=O)Nc2c(Cl)cc(Cl)cc2Cl)c1	-2.9	-8.9	-0.9	12.9	3.4	2.0	-2.9	-36.9	-0.7
CCCn1c(N)c(N(CCOC)C(=O)c2cc3c(s2)CCC(CC)C3)c(=O)[nH]c1=O (stereo not drawn)	-1.2	-10.9	-7.6	1.8	.	-3.0	.	0.6	-1.1
O=C1OCCC1Sc1nnc(-c2cccs2)n1Cc1ccccc1 (stereo not drawn)	3.6	10.6	-2.9	1.1	-6.2	-2.4	1.9	16.1	-3.0
Cc1ccc2nc(-c3ccccc3)cc(C(=O)N3CC(C)OC(C)C3)c2c1 (stereo not drawn)	-1.1	6.3	-1.6	6.9	-9.2	-0.2	7.5	-7.7	-0.1
Cc1ccc(C(=O)c2ccccc2C(=O)OCC(=O)NC(=O)NC(C)(C)C)cc1	14.2	8.3	2.5	1.4	-9.9	-1.9	4.0	8.2	4.2
Cc1ccnc(NC(=O)c2cc(F)c(F)cc2Cl)n1	1.8	-1.5	8.5	10.2	-0.8	0.7	1.2	4.8	1.9
Cn1c(=O)c2c(nc(NCCCO)n2CCc2ccccc2)n(C)c1=O	3.8	16.3	-3.0	5.6	1.3	-1.2	3.6	2.2	0.6
Cc1ccc(C(=O)N/C(=C/c2ccccc2F)C(=O)NCCCn2ccnc2)cc1	-2.9	-1.2	9.0	2.2	-13.7	0.0	2.8	-2.4	-0.9
CCOC(=O)Cn1cc(C(=O)c2ccco2)c2ccccc21	1.3	8.8	9.0	-1.6	-8.8	-1.8	-1.6	25.1	-1.0
Cc1nn(C)c(Cl)c1CN1CCCC(CO)(Cc2ccccc2)C1 (stereo not drawn)	5.9	4.0	-3.1	4.7	9.4	-1.7	1.3	8.9	1.4
Cc1cc2c(nc1C)CCCN2C[C@@H](C)O/N=C1/[C@H]2CCn3c(=O)n(-c4ccccc4)c(=O)n3[C@H]2[C@H](O)[C@@H]2O[C@H]12	.	8.2	-2.0	.	-5.7	0.0	20.6	1.8	3.8
CN=C1S/C(=C\c2cc(C)n(-c3ccccc3F)c2C)C(=O)N1C	5.4	0.8	6.1	7.5	4.7	4.4	4.6	7.7	1.6
Cc1nnc(SCC(=O)NC2CCCCC2C)s1 (stereo not drawn)	4.2	2.2	4.2	1.4	8.8	-1.8	1.8	2.9	-1.1
O=C(CCCC(=O)Nc1ccc(Br)cc1)N/N=C/c1ccccc1	5.5	-4.8	-1.1	-2.8	1.8	-0.6	2.9	-33.0	3.2
CCCCNc1c(-c2ccc(-c3ccc(C(C)=O)cc3)c(OC)c2)nc2cc(C)ccn12	-5.7	.	.	10.9	.	.	.	15.1	5.5
CCn1c(-c2ccc(F)cc2)cnc1SCC(=O)N1CCc2ccccc21	.	-17.9	-0.5	.	-10.5	-1.8	2.7	9.1	-5.5
CCOC(=O)C1CCN(C(=S)NC2CCCC2)CC1	2.8	-1.2	8.3	2.8	-1.5	4.3	3.6	3.6	-0.7

A stretch of the results above, for reference:
SMILES	PAFAH2 FP inh	ZTA counter	LYPLA2 counter	PAFAH1B3 FP inh	EBNA-1 inh	LYPLA1 counter	GSTO1 inh	PREPL inh	PAD4 inh
Cc1ccnc(NC(=O)c2cc(F)c(F)cc2Cl)n1	1.8	-1.5	8.5	10.2	-0.8	0.7	1.2	4.8	1.9
Cn1c(=O)c2c(nc(NCCCO)n2CCc2ccccc2)n(C)c1=O	3.8	16.3	-3.0	5.6	1.3	-1.2	3.6	2.2	0.6

New compounds follow:
SMILES	PAFAH2 FP inh	ZTA counter	LYPLA2 counter	PAFAH1B3 FP inh	EBNA-1 inh	LYPLA1 counter	GSTO1 inh	PREPL inh	PAD4 inh
CC1Cc2nc(SCC(=O)NCC3CCCO3)n(C)c(=O)c2S1 (stereo not drawn)	5.3	-2.4	-0.4	8.0	-1.6	1.5	2.8	-5.4	2.9
CN(C)c1ccc(NC(=S)NC(=O)/C=C/c2ccco2)cc1	4.7	-12.8	6.7	7.3	-1.6	1.9	8.2	5.8	-10.1
CCOC(=O)C1CCN(C(=O)c2cc3cc4cc(OC)ccc4nc3o2)CC1	5.3	-20.7	3.8	-3.2	-6.7	-2.5	-3.5	-3.3	-5.2
O=C1COc2ccc(C(=O)COC(=O)c3ccccc3F)cc2N1	2.3	.	.	2.0	.	.	.	21.4	-4.7
COC(=O)c1c(-c2ccc3ccccc3c2)csc1NC(=O)Cc1ccc(OC)c(OC)c1	7.2	10.1	-9.3	-1.4	10.3	-4.3	1.2	-10.7	-9.1
Cc1snc(S(=O)(=O)Cc2c(Cl)cccc2Cl)c1C#N	-3.1	-5.1	5.7	1.6	2.0	1.3	-8.2	-5.2	2.6
Cc1ccc(S(=O)(=O)NC(C)C(=O)Nc2ccc(C(N)=O)cc2)cc1 (stereo not drawn)	0.1	8.6	-1.2	-0.9	3.5	1.0	1.0	-0.7	0.3
O=C(Cc1cccc(NC(=O)C2CCCN(C(=O)C3CCC3)C2)c1)Nc1cccc(C(=O)N2CCCC2)c1 (stereo not drawn)	2.3	-7.5	1.1	1.4	.	1.9	.	9.3	5.8
CCOC(=O)NC(=O)/C(C#N)=C\NNc1ncc(C(F)(F)F)cc1Cl	-2.0	-3.1	-9.3	-3.9	-13.2	-0.3	-9.2	4.4	-5.1
CCOc1ccc(S(=O)(=O)N2CCC(C(=O)NCc3ccco3)CC2)cc1	0.8	-10.1	2.7	-2.9	1.4	0.4	-1.0	9.3	1.3
CC1Cc2nc(SCC(=O)Nc3nccs3)n(Cc3ccccc3)c(=O)c2S1 (stereo not drawn)	5.4	-6.8	1.9	3.7	-11.8	-3.4	-2.7	1.3	-5.8
CSc1ccccc1NS(=O)(=O)c1ccccc1	-3.3	4.5	2.2	-4.5	-5.2	0.4	7.9	-9.3	1.5
CCN(CCn1cccn1)C(=O)CCc1nnc(-c2ccccc2)o1	2.1	-27.3	5.1	-1.1	0.0	0.1	3.0	-0.9	-2.2
CC(OC(=O)CCCN=C1NS(=O)(=O)c2ccccc21)C(=O)Nc1ccc(F)cc1Cl (stereo not drawn)	3.0	-5.7	7.6	0.7	7.3	8.0	-0.3	3.5	1.6
COc1ccc(-c2ccc(Nc3ccc(S(=O)(=O)N4CCCC4)cc3)nn2)cc1OC	-30.6	7.2	-21.1	-4.5	61.7*	-21.6	-42.3	13.1	-1.1
COc1cc(S(=O)(=O)NC2CCCC2)ccc1-n1cnnn1	15.1	5.2	1.1	-7.3	11.1	-1.1	-3.2	-2.8	1.3
CCCCn1c(=O)n(Cc2cccc(F)c2)c(=O)c2c1ncn2Cc1ccco1	-2.4	-9.4	8.1	6.5	1.9	3.4	-0.8	4.2	-1.4
CC1CCN(C(=O)c2cc(-c3ccccc3O)on2)CC1	12.3	15.8	1.4	-3.1	-9.9	-2.9	-2.3	3.2	-1.8
S=C(NN=C1C2CC3CC(C2)CC1C3)Nc1ccccc1	6.7	-2.8	9.8	8.5	1.1	4.2	-2.6	3.6	-2.4
COc1ccc(NS(=O)(=O)c2cc(NC(=O)C3CCCO3)ccc2N2CCCC2)cc1 (stereo not drawn)	-0.7	8.2	-1.6	0.9	0.2	3.5	9.4	2.2	0.5
